JMJD2E inh: qHTS Assay for Inhibitors of Human Jumonji Domain Containing 2E (JMJD2E). Potency, µM (titrated, usually from 57.1 µM), inactives show at the highest dose activity change, negative = inhibition, most hits filed as inhibitors. JMJD2E catalytic domain, FDH-coupled NADH fluorescence (FDH is formaldehyde dehydrogenase). Lysine-specific demethylase 4E (Homo sapiens), B2RXH2. 230,000 compounds, 1.6% hits; active = well fitted inhibition curve with a large enough effect, not every such curve was filed as active; inconclusive = small, poorly fitted or top-dose-only effect, or another doubt; inactive = no such curve, though single readings can be large or run the other way;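 note: 0% = wells with enzyme and -100% = buffer wells without enzyme; nearly all actives have a fitted effect of over 50% in size; many of its hits are not listed in these tables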
Target sequence (B2RXH2 1-337 limits assumed): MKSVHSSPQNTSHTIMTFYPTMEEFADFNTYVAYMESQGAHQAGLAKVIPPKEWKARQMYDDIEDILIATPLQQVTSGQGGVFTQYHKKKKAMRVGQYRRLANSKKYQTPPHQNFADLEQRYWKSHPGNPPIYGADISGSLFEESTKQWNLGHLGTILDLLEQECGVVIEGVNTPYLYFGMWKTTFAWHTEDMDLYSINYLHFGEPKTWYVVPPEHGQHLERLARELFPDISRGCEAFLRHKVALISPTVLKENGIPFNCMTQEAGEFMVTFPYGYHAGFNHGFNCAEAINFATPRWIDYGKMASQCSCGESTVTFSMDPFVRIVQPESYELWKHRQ
IMPase Li cell: qHTS Assay for Identifying the Cell-Membrane Permeable IMPase Inhibitors: Potentiation with Lithium; CHO-M1 cells, IP1 TR-FRET (IP-One), carbachol + lithium; Potency, µM (highest dose often 59.4 µM), without a hit: at the top dose activity, negative = IMPase inhibition, usual class: inhibitors; 210,000 compounds, 0.35% hits; AID 1457, 2008;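 note: IP1 builds up when IMPase is blocked and the TR-FRET signal falls; plate controls were basal vehicle for no effect and high inhibitor control for full effect; nearly all actives have a fitted effect of over 50% in size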
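Test compounds were applied to CHO-M1 cells previously cultured for 16–30 h at 2000 per well. A small lithium amount accompanied them; after 30 min at 37C, IP1 was quantified by TR-FRET.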
NPSR antagonist: qHTS Assay for Antagonists of the Neuropeptide S Receptor: cAMP Signal Transduction. Q6W5P4. CHO-NPSR cells, cAMP TR-FRET, antagonist mode. Potency, µM (doses to about 38.3 µM), for inactives: at the top dose activity change, negative = inhibition, usual class: inhibitors. 220,000 compounds, 1% hits; note: % is set by controls: 0 for no effect and ±100 for the full control effect; nearly all actives have a fitted effect of over 50% in size; many of its hits are not listed in these tables
Target sequence (Q6W5P4 whole entry, looked up): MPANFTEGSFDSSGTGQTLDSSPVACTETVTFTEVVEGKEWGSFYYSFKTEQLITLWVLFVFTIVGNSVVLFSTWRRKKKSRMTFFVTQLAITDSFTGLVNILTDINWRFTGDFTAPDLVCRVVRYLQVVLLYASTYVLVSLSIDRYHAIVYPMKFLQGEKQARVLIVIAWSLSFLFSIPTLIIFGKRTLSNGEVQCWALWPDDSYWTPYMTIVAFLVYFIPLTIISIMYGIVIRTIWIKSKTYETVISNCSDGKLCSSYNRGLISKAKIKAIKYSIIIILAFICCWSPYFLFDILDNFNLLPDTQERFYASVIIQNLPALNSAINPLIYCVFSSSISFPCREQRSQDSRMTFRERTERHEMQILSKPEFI
Epigenetic derep: Quantitative High-Throughput Screen for Regulators of Epigenetic Control | 280,000 compounds, 0.2% hits | Potency, µM (highest dose often 53.9 µM), inactives show top-dose GFP activation, actives largely listed as activators | AID 1865, 2009 | murine LDR cells, GFP reporter derepression, 30 h; note: % of control where 0% means no effect; nearly all actives have a fitted effect of over 60% in size
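Murine LDR cells carrying a silenced, genomically integrated CMV-driven GFP reporter were exposed to compound for 30 hours at 37 C. After PBS washes, GFP-positive cells (20–120 um objects) were counted by laser-scanning microplate cytometry.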
SMN2 splice enh: qHTS Assay for Enhancers of SMN2 Splice Variant Expression. HEK293 SMN2-luciferase splicing reporter, luminescence, 30-36 h. Potency, µM (highest dose often 46.1 µM), without a hit: at the top dose activity change, positive = activation, hits mostly activators. 210,000 compounds, 2.8% hits; note: % of control where 0% means no effect; nearly all actives have a fitted effect of over 55% in size
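qHTS luciferase splicing reporter: luminescence rises when SMN2 exon 7 is included in transfected HEK293 cells. Compound exposure lasted 30-36 h at 37C, with 4.5 mM final sodium butyrate as control, followed by a ONE-Glo read.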
RECQ1 inh: qHTS Assay for Inhibitors of RecQ-Like Dna Helicase 1 (RECQ1) | ATP-dependent DNA helicase Q1 (Homo sapiens), P46063 | RECQ1 DNA unwinding, red fluorescence kinetic read | Potency, µM (highest dose often 57.3 µM), for the others: at the top dose activity, negative = inhibition, usual class: inhibitors | 240,000 compounds, 0.54% hits | AID 2549, 2010;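 note: plate controls were vehicle for no effect and no enzyme for full effect; nearly all actives have a fitted effect of over 30% in size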
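RECQ1T1 50 nM; forked duplex (20 bp + 30-nt ss tails) 200 nM, ATP 2 mM final; pH 8.0, 2 mM MgCl2, 2.5 ug/ml poly(dI-dC); 15 min compound preincubation; discontinuous kinetic read over 2 h at RT.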
KinaseGlo FLuc: Counterscreen for Luciferase (Kinase-Glo TM) Inhibition; Luciferin 4-monooxygenase (Photuris pensylvanica), Q27757; Kinase-Glo luciferase, ATP luminescence, 8 min; Potency, µM (highest dose often 38.3 µM), inactives show at the top dose activity change, negative = inhibition, actives largely listed as inhibitors; 200,000 compounds, 0.28% hits; AID 1379, 2008; note: % is set by controls: 0 for no effect and ±100 for the full control effect; nearly all actives have a fitted effect of over 60% in size
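Kinase-Glo luciferase light output from ATP and luciferin was measured with 10 uM ATP, within the enzyme's linear range. Buffer: 50 mM imidazole pH 7.2, 50 mM KCl, 7 mM MgCl2, 0.01% Tween 20, 0.05% BSA; luminescence read after 8 min at ambient temperature.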
RGS12 GoLoco inh: qHTS Assay for Inhibitors of RGS12 GoLoco Motif Activity (Red Fluorophore). Guanine nucleotide-binding protein G(i) subunit alpha-1 (Homo sapiens), P63096. Potency, µM (highest dose often 61.6 µM), for inactives: at the highest dose activity, negative = inhibition, most hits filed as inhibitors. 230,000 compounds, 0.44% hits. AID 880, 2007. Gai1:RGS12 GoLoco peptide FP, rhodamine, 10 min; active = well fitted inhibition curve with a large enough effect, not every such curve was filed as active; inactive = no such curve, though single readings can be large or run the other way; note: % is set by controls: 0 for no effect and ±100 for the full control effect; nearly all actives have a fitted effect of over 30% in size; many of its hits are not listed in these tables
Target sequence (P63096 whole entry, looked up): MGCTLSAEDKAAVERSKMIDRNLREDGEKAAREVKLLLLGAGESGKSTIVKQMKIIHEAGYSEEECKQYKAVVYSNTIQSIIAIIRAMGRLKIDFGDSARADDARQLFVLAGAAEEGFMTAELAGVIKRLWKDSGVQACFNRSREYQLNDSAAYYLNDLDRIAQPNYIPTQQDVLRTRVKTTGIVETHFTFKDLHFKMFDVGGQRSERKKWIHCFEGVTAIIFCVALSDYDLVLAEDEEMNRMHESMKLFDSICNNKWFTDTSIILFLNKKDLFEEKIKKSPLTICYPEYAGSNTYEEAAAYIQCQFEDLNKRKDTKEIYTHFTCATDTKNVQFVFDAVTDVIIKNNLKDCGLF
* marks the source's active call; other numbers are inactive results; i = inactive; ? = inconclusive; . = no result given; [ ] = dose if it differs, or a comment. Unless noted, calls come from the whole dose curve; as a rule, active = well fitted curve in the direction sought with a large enough effect; inconclusive = small, poorly fitted or top-dose-only effect, or another doubt; inactive = no such curve, though single readings can be large; an effect the other way counts as inactive or inconclusive. Potency is the fitted concentration of half-maximal effect.

SMILES	JMJD2E inh	IMPase Li cell	NPSR antagonist	Epigenetic derep	SMN2 splice enh	RECQ1 inh	KinaseGlo FLuc	RGS12 GoLoco inh
CNC1CC(N)[C@H](O)[C@@H](O[C@@H]2OC(CO)C3OC4(OC(C(N)CO)C(O)C(O)C4O)O[C@@H]3[C@H]2O)C1O (stereo not given in full)	7%	-7%	.	-0.1%	7%	-14%	-1%	-24%
Oc1ccccc1C=NCCN=Cc1ccccc1O	?	.	-5%	0.1%	.	4%	.	-8%
Cc1ccc(CSc2nnc(SCC(=O)N/N=C/c3ccc(C(=O)O)cc3)s2)cc1	-12%	.	6%	1.0%	.	2%	.	-8%
COc1cc(C(=O)N/N=C/c2sccc2C)cc(OC)c1OC	-7%	2%	-4%	3.8%	-25%	i	2%	9%
CC(=O)Nc1ccc(C(=O)N/N=C/c2ccccc2OC(=O)c2ccc(Cl)cc2)cc1	-3%	19%[38.3 µM]	-18%[46.1 µM]	-2.3%	-57%[inhibitor]	-6%	4%	-14%
CCC(C)Nc1nnnc2c1sc1nc3c(cc12)COC(C)(C)C3 (stereo not given)	?	13%	1%	-1.3%	-2%	-3%	2%	11%
CCOC(=O)N1CCN(C(=O)CSc2nc3c([nH]c4ccccc43)c(=O)n2C)CC1	-1%	11%	-15%[46.1 µM]	3.0%	5%	i	-1%	-7%
Cc1ccc(-c2nc(NCCN3CCOCC3)c3ccccc3n2)cc1	2%	-4%[38.3 µM]	-12%[46.1 µM]	-4.6%	1%	-2%	-2%	1%
C=CCn1c(SCN2C(=O)c3ccccc3C2=O)nc2ccc(Cl)cc2c1=O	12%	12%	0%	2.4%	-66%[inhibitor]	0%	2%	10%
O=[N+]([O-])C(C1CCS(=O)(=O)C1)C1CCS(=O)(=O)C1 (stereo not given)	5%	-5%	13%	-1.1%	8%	-6%	1%	3%
COc1ccc(S(=O)(=O)N(C)c2ccc(C(N)=O)cc2)cc1	0%	12%[38.3 µM]	-7%[46.1 µM]	1.0%	-19%	i	-5%	6%
N#Cc1c(-c2ccc(F)cc2)cc(-c2cccnc2)nc1N	?	?	5%	1.3%	-2%	-6%	-1%	-7%
Cc1cc(C(F)(F)F)n(-c2nc(C(=O)N/N=C/c3ccc(F)cc3)cs2)n1	10%	7%[38.3 µM]	?	2.4%	-42%[inhibitor]	-5%	0%	0%
CC(C)C(=O)Nc1c(O)c2ccccc2[nH]c1=O	?	3%	-12%	-3.0%	-4%	-12%	-6%	-6%
Cc1sc(NC(=O)CN2CCOCC2)c(C#N)c1C	-9%	.	-5%	0.1%	.	-4%	.	13%
COc1ccc(-c2coc3c(OC)c(OC)cc(O)c3c2=O)cc1	-7%	19%	.	-1.3%	16%	i	-2%	-57%
Nc1nc(SCC(=O)N2CCCC2)[nH]c(=O)c1NC(=O)c1ccco1	13%	-14%[38.3 µM]	20%[46.1 µM]	-0.8%	10%	-3%	0%	1%
CC(C(=O)N1CCc2ccccc21)n1cccc1 (stereo not given)	3%	29%[38.3 µM]	-1%[46.1 µM]	-1.0%	.	11%	-4%	1%
O=C(NC(=S)Nc1ccc(CN2CCOCC2)cc1)c1ccco1	0%	.	-3%	6.8%	.	5%	.	9%
CCOC(=O)N1CCN(C(=O)CCSc2ccccc2)CC1	2%	-1%[38.3 µM]	-2%[46.1 µM]	-0.2%	?	-1%	-5%	0%
Cc1nn(C(=O)N2CCCCC2)c(C)c1CN1C(=O)c2ccccc2C1=O	-13%	14%	-6%[46.1 µM]	-1.1%	-31%[inhibitor]	0%	5%	-9%
CCC(C)N1C(=O)CCC1C(=O)O (stereo not given)	-3%	11%[38.3 µM]	3%[46.1 µM]	-1.0%	?	i	21%	7%
O=C(c1cccc(C(F)(F)F)c1)C1CCCN(Cc2cccn2-c2ncccn2)C1 (stereo not given)	3%	32%[activator]	37%	0.1%	.	-7%	-3%	6%
CCOc1ccccc1NC(=O)c1nc(-c2ccccc2)oc1C	1%	0%	-24%	-0.2%	-27%	0%	-1%	5%
Cc1nn(C)c(C(=O)N2CCOCC2)c1Cl	0%	-11%	15%	2.5%	-3%	-9%	-1%	-7%
CC(=O)CC(=O)Nc1ccccc1	.	-22%	.	.	4%	-1%	.	-2%
O=C(OCC(=O)N1CCOCC1)c1ccc2[nH]c3c(c2c1)CCCC3	-2%	.	7%	-1.1%	.	-8%	.	3%
Cc1cccc(NC(=O)CSc2nnnn2-c2ccc3c(c2)OCCO3)n1	-6%	12%	12%	-1.1%	.	i	-3%	12%
Cc1ccc(N2C(=O)c3ccccc3C2C(=O)c2ccc(C)c(C)c2O)cc1 (stereo not given)	?	.	?	-0.7%	.	i	.	-9%
Cc1sc2ncn(CC(=O)OCC(=O)NC(C)(C)C)c(=O)c2c1C	9%	-9%[38.3 µM]	-10%[46.1 µM]	-1.4%	-11%	-5%	-3%	-7%
C=CCn1c(SCC(=O)c2cc(C)n(C)c2C)nnc1-c1ccncc1	-2%	5%	5%	-0.1%	-10%	-5%	-2%	7%
CCOc1ccc(C(C)=O)cc1COC(=O)c1cccnc1SC	3%	6%	-10%	0.0%	-13%	-1%	2%	51%[activator]
COc1cc(C(=S)N2CCOCC2)ccc1OS(=O)(=O)c1ccccc1[N+](=O)[O-]	-1%	5%	11%	0.0%	-16%	-1%	-3%	-1%
CCCn1nnc(NC(=O)C(C)Oc2ccc(Cl)cc2Cl)n1 (stereo not given)	-3%	21%[38.3 µM]	-14%[46.1 µM]	0.0%	?	i	4%	-2%
CC(=O)Nc1nnc(SCC(=O)c2ccc(F)cc2)s1	-4%	1%	2%	1.0%	4%	i	-1%	12%
Cc1cc(N2C(=O)CCC2=O)ccc1NC(=O)c1cccs1	6%	7%[38.3 µM]	-7%[46.1 µM]	-1.2%	-3%	-15%	-2%	3%
CC[C@@H]1C=C(C)C[C@H](C)C[C@H](OC)[C@H]2O[C@@](O)(C(=O)C(=O)N3CCCC[C@H]3C(=O)O[C@H](/C(C)=C/[C@@H]3CC[C@@H](O)[C@H](OC)C3)[C@H](C)[C@@H](O)CC1=O)[C@H](C)C[C@@H]2OC	-23%	13%	-48%	0.0%	1%	-17%	3%	1%
COc1ccc(-c2cc3nc(C)c(CCC(=O)NCc4ccc(F)cc4)c(C)n3n2)c(OC)c1	?	-10%	-26%	-1.3%	53%	i	-2%	6%
CCOC(=O)COc1ccc(Br)cc1/C=C\c1[nH]c(=O)[nH]c(=O)c1[N+](=O)[O-]	0%	4%	-35%	0.0%	-45%[inhibitor]	-7%	8%	17%
CCOc1ccc(C(=O)COc2ccc(NC(C)=O)cc2)cc1	-4%	-8%[38.3 µM]	-15%[46.1 µM]	-0.8%	-7%	-21%	0%	-8%

Results in Epigenetic derep, SMN2 splice enh and KinaseGlo FLuc, for some of the entries so far:
compound,Epigenetic derep,SMN2 splice enh,KinaseGlo FLuc
COc1ccc(-c2cc3nc(C)c(CCC(=O)NCc4ccc(F)cc4)c(C)n3n2)c(OC)c1,-1.3%,53%,-2%
CCOC(=O)COc1ccc(Br)cc1/C=C\c1[nH]c(=O)[nH]c(=O)c1[N+](=O)[O-],0.0%,-45%[inhibitor],8%
C=CCn1c(SCC(=O)c2cc(C)n(C)c2C)nnc1-c1ccncc1,-0.1%,-10%,-2%

Remaining list, next part
SMILES	JMJD2E inh	IMPase Li cell	NPSR antagonist	Epigenetic derep	SMN2 splice enh	RECQ1 inh	KinaseGlo FLuc	RGS12 GoLoco inh
C/C(CC(=O)Nc1ccc(Cl)c(C(F)(F)F)c1)=N\NC(N)=S	3%	5%	17%	-0.1%	.	-11%	-1%	10%
Cc1ccc(NCC(=O)N/N=C/c2cccn2C)cc1	-14%	.	-2%	0.1%	.	-14%	.	-4%
COc1ccc(CC(=O)NNC(=O)CCC(=O)Nc2cc(C)ccc2C)cc1	-11%	-7%	21%	-1.2%	11%	i	0%	-1%
CN(C(=O)COc1ccc([N+](=O)[O-])cc1)C1CCS(=O)(=O)C1 (stereo not given)	4%	1%	-24%	0.0%	.	i	.	3%
CCc1nc(NCc2ccccc2)c(C#N)c2c1CCCC2	?	-6%	-10%[46.1 µM]	0.0%	3%	0%	1%	1%
CCOc1ccc(-n2c(C)nc3cc(C(=O)NCc4ccc5c(c4)OCO5)ccc32)cc1	-8%	9%	-12%	-1.8%	-6%	-9%	-3%	4%
CCOc1cc(Br)ccc1S(=O)(=O)NCc1ccccc1	4%	-4%[38.3 µM]	-22%[46.1 µM]	2.9%	-23%	i	-6%	-1%
Cc1onc(-c2ccccc2Cl)c1C(=O)NCc1nc(-c2ccc(C(F)(F)F)cc2)no1	0%	.	-5%	1.1%	.	?	.	11%
COCCOC(=O)c1c(C)nc(SCC(=O)Nc2ccc(C)cc2)c(C#N)c1-c1ccco1	?	4%[38.3 µM]	-29%[46.1 µM]	4.1%	-29%	i	0%	10%
O=C(CCC(=O)Nc1ccccc1)NNC(=O)c1ccccc1Cl	-5%	-1%	7%	1.1%	6%	-6%	0%	6%
COc1ccc(Nc2nc(N)nc(CSc3nc(C)cc(C)n3)n2)cc1	-2%	22%	12%	2.4%	.	-1%	0%	10%
CCOC(=O)C(C)n1cnc2c(nnn2Cc2ccc(C)cc2)c1=O (stereo not given)	-5%	2%	20%[46.1 µM]	0.1%	-8%	-7%	4%	3%
Cc1nn(C)c(C)c1S(=O)(=O)NC1CCCC1	-4%	4%[38.3 µM]	-2%[46.1 µM]	-1.2%	-9%	i	-1%	-6%
Clc1cc(Cl)cc(C2=NCCC(c3ccccc3)O2)c1 (stereo not given)	-9%	0%	-38%	0.0%	-44%[inhibitor]	-11%	-1%	4%
O=C(O)c1ccc(NS(=O)(=O)c2cc(Cl)ccc2Cl)cc1	7%	.	0%[46.1 µM]	-8.0%	.	-5%	.	.

Some of the compounds tested; rates above refer to the full screens.
